GPR151 ag = activators of human GPR151, primary screen, cell-based, PathHunter beta-arrestin, luminescence; actives 1% (n = 650,000); AID 1508602, 2020; activation, % at 11.2 µM; PathHunter beta-arrestin GPR151 cells; in the data active = activation above about 4.9%;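 note: 0% = median of compound wells and 100% = cells with positive control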
MITF inh = MITF inhibitors, primary screen, biochemical, AlphaScreen, human. Microphthalmia-associated transcription factor (Homo sapiens), O75030. AlphaScreen MITF homodimerization, bead proximity signal. inhibition, % at 2.6 µM. actives 0.91% (n = 650,000); in the data active = inhibition above about 50%;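 note: 0% = vehicle wells with protein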
TEAD-YAP inh = TEAD-YAP interaction inhibition, primary screen, TEAD-YAP interaction inhibitor project, luminescence, HEK-TIYL cells. TEAD-Gal4/YAP UAS-luciferase luminescence. inhibition, % at 9.12 µM. actives 1.4% (n = 640,000); in the data active = inhibition above about 32%;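 note: 0% = median of test compound wells and 100% = reference inhibitor wells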
FBW7 act = FBW7 E3 ligase activators, primary screen, biochemical, AlphaScreen, human | F-box/WD repeat-containing protein 7 (Homo sapiens), Q969H0 | AlphaScreen FBW7–phospho-cyclin E peptide binding, activator screen | actives 0.13% (n = 650,000) | normalized activity (activation), % at 26.1 µM; in the data active = normalized activity above about 1.9%;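 note: purified mutant Fbw7 with reduced substrate affinity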
Target sequence (Q969H0 whole entry, looked up): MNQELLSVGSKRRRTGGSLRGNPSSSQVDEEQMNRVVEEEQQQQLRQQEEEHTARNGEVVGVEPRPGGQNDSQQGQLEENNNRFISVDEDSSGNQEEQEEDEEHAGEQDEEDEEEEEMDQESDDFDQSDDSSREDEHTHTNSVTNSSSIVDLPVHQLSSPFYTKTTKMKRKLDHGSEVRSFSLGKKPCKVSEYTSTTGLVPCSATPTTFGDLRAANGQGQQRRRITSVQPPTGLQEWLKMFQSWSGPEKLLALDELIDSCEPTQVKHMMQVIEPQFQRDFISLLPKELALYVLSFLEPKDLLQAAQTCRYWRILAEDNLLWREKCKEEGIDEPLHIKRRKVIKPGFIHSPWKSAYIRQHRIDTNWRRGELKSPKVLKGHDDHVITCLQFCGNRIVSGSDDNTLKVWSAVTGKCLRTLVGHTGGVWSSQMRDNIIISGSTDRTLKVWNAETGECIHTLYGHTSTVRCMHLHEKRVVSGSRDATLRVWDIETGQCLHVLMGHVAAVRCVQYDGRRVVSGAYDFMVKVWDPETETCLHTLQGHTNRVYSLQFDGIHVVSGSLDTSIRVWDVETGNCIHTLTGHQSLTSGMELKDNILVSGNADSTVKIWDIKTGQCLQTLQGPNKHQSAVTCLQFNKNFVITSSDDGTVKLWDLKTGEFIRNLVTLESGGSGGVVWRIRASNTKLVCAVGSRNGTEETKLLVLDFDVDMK
An asterisk follows results filed as active; & = joins results of further samples.

SMILES	GPR151 ag	MITF inh	TEAD-YAP inh	FBW7 act
C/C(=N\Nc1nnc(Cc2ccccc2)c(=O)[nH]1)c1ccccc1O	1.2	4	-3	-0.3
Cc1cc(C)nc(SCC(=O)Nc2ccc(F)c(F)c2F)n1	-1.8	-14	8	0.1
COc1cc(/C=C/c2nc3ccccc3c(=O)[nH]2)ccc1O	-8.1	-10	0	0.3
CCCn1c(N)c(C(=O)CSc2nc(C)cs2)c(=O)n(C)c1=O	-0.1	-5	11	0.0
CCOC(=O)C1=C(C)C2C3C(=O)N(c4cccc5ccccc45)C(=O)C3C1(C)C1C(=O)N(c3cccc4ccccc34)C(=O)C21 (stereo not given)	0.5	7	3	0.0
c1ccc(COc2ccc(Oc3nc(N4CCCCC4)nc(N4CCOCC4)n3)nn2)cc1	1.8	-1	-9	-0.1
Oc1ccc(CN2CCN(C/C=C/c3ccccc3)CC2)cc1	2.5	48	9	0.3
Clc1ccc(-n2nnnc2SCc2cn3ccccc3n2)cc1	-0.2	-3	3	-0.1
COc1cccc(Nc2cc(N3CCN(C4CCCCC4)CC3)c3noc4c3c2C(=O)c2ccccc2-4)c1	1.1	12	6	-0.4
COc1cc2c(cc1OC)C(COc1ccc([N+](=O)[O-])cc1)N(C(=O)c1ccc(F)cc1)CC2 (stereo not given)	-2.1	-3	1	-0.1
Cc1ccsc1CCNS(=O)(=O)c1ccc2[nH]c(=O)ccc2c1	-1.4	3	1	0.0
COc1ccccc1/C=N/NC(=O)c1cccc(F)c1	0.3	2	-59	-0.1
O=C(Oc1ccc2c(=O)c(-c3cccc4ccccc34)c(C(F)(F)F)oc2c1)c1ccco1	1.0	1	-5	0.0
Cc1cc(NCCN(C(C)C)C(C)C)nc(NCCCN2CCCC2=O)n1	2.9	-10	12	-0.3
Nc1cccc2c1C(=O)N(C(=O)c1cncc(Br)c1)C2=O	-0.4	9	0	0.6
CC(C)N(C)C1CCN(C(=S)Nc2ccc(Cl)cc2)CC1	-0.7	6	-8	0.2
CC(=O)NC/C(C)=N/NC(=O)c1cc([N+](=O)[O-])cc([N+](=O)[O-])c1	-1.2	-6	6	0.1
COc1ccc(N2CCN(C(=O)CN(c3ccccc3C)S(C)(=O)=O)CC2)cc1	-0.8	72*	1	-0.2
COc1ccc(/C=C/C(=O)N2CCc3cc(OC)c(OC)cc3C2COc2ccc(F)cc2)cc1OC (stereo not given)	1.1	3	0	0.1
Cc1cccc(OCCOCCn2c(-c3ccc(Cl)cc3)nc3ccccc3c2=O)c1C	-0.7	6	-9	0.2
CC(=O)N1CCOc2cc(S(=O)(=O)Nc3ccc(Br)c(C)c3)c(C)cc21	0.4	6	12	0.3
CCOc1ccc2nc(NC(=O)c3ccc(S(=O)(=O)N4CCOCC4)cc3)sc2c1	-0.6	-13	-2	0.0
O=C(NCCNC(=O)c1ccccc1F)c1ccco1	2.7	4	-9	-0.1
O=C(Cc1ccsc1)N1CCCC(c2ccnc3nc(C(F)(F)F)nn23)C1 (stereo not given)	2.4	-4	1	0.1
CC(c1nccs1)N(C)c1nc2nonc2nc1NC1CC1 (stereo not given)	0.1	4	-2	0.0
COc1ccccc1-c1ccc(=O)n(CC(=O)NC2CCCC2)n1	-0.2	9	6	0.2
Nc1nnnn1/N=C\C=C\c1ccccc1	9.2*	10	-17	0.0
c1coc(CNc2ncnc3ccccc23)c1	2.2	8	36*	-0.1
CCn1c(COc2cccc(C)c2)nnc1SCC(=O)NC(C)(C)C	-0.6	1	-3	1.3
Cc1nc2nc(CNC(=O)OC(C)(C)C)nn2c(C)c1CCC(=O)NCc1cccnc1	-1.4	3	8	-0.2
COc1cccc(/C=N/NC(=O)C(=O)N/N=C/c2cccc(OC)c2O)c1O	-0.4	-205	13	-1.4
CCCSc1nnc2c(n1)OC(c1ccc(F)cc1)Nc1ccccc1-2 (stereo not given)	-1.8	-6	-80	0.1
CCCCCCC(CC(=O)N1CCc2ccccc21)CC(=O)N1CCc2ccccc21	-1.3	-3	-2	0.0
CC(=O)Nc1ccc2c(c1)C(=O)OC2(c1ccc(N(C)C)cc1)c1ccc(N(C)C)cc1	-4.8	12	-4	0.7
Cc1ccc(N2CC(C(=O)NC(C)(C)C)CC2=O)cc1 (stereo not given)	-0.9	-8	-3	0.0
CCN1C(=O)CSc2ccc(C(=O)NC3CCCCC3)cc21	1.2	11	-4	0.5
COc1cc(OC)c(OC)cc1/C=C1\N=C(c2cccc(Br)c2)OC1=O	1.9	-9	1	0.0
CC1(C)CC(=O)C2=C(C1)Nc1ccccc1NC2c1ccc([N+](=O)[O-])s1 (stereo not given)	-0.4	16	-2	0.5
CCCC1CCC(C2=N/C(=C\c3cc(OC)ccc3OC)C(=O)O2)CC1 (stereo not given)	-0.3	8	0	0.1
COCCCNC(=O)c1cccnc1SCc1cccc(Br)c1	0.1	6	4	-0.1
COc1ccccc1NC(=O)Nc1ccnn1C1CCN(C(=O)c2ccccc2)CC1	0.6	1	-10	0.5
CCOC(=O)C1(Cc2ccc(Cl)cc2)CCN(C(=O)CCc2cnccn2)CC1	0.0	9	4	-0.2
CS(=O)CCNC(=O)CN1N=C(c2ccccc2)Cn2c(cc3ccccc32)C1=O (stereo not given)	-0.5	11	-1	0.1
CCCc1cc(C(=O)OC)c(NC(=O)c2cc3ccccc3oc2=O)s1	1.7	-2	1	0.0
COc1ccc(Cl)cc1S(=O)(=O)NCCc1c(C)[nH]c2ccccc12	1.9	18	-1	0.2
CCC(NS(=O)(=O)c1ccc(OC)cc1)C(=O)NCCc1ccccc1 (stereo not given)	-1.1	1	2	0.0
O=S(=O)(Nc1nccs1)c1ccc(NCc2cc(Cl)ccc2O)cc1	0.7	4	-4	0.1
CC1CCN(C2=NC(=O)/C(=C\c3ccc4c(c3)OCO4)S2)CC1	1.5	-9	7	0.2
Cc1ccc(OCC(=O)Nc2ccc(-c3nc4ccc(C)cc4s3)cc2)c(Br)c1	-1.7	13	-26	0.0
Cc1ccccc1-c1cc(C(=O)N2CCN(c3cccc(C)c3C)CC2)c2ccccc2n1	0.2	10	10	0.0
O=C(NCCCO)C(=O)NCc1ccc(Cl)cc1	-0.7	5	3	-0.2
CCOC(=O)C1=C(C)N=c2s/c(=C\c3cccc(OCc4ccc([N+](=O)[O-])cc4)c3)c(=O)n2C1c1ccccc1 (stereo not given)	-0.3	-2	-5	0.2
COc1ccccc1/C=C/C=C(\C#N)C(=O)NCc1ccccc1	-1.5	24	0	0.2
COc1ccccc1CN1C(=O)CN(C2CCCCC2)C(=O)C1c1ccccc1C (stereo not given)	0.1	-1	5	-0.1
N[C@H]1CC[C@H](C(=O)Nc2ccc3[nH]ncc3c2)C1	-0.5	20	6	0.0
CCCN(C(=O)Nc1ccccc1OC)C1CCN(C)CC1	-0.5	19	-2	-0.1
CC(=O)Nc1ccc2nc(CN3CCN(CC(C)C)C(CCO)C3)ccc2c1 (stereo not given)	-0.6	-5	-12	0.1
CCCCNC(=O)c1ccc(Sc2ccc(Br)cc2)c([N+](=O)[O-])c1	0.3	0	-3	-0.1
Cc1[nH]nc(SCC(=O)NCc2cccs2)c1[N+](=O)[O-]	-1.4	9	-6	0.0
C/C(=N/n1cnnc1)c1ccc(NS(=O)(=O)c2ccc(Br)cc2)cc1	-0.4	24	7	0.8

(further entries)
SMILES	GPR151 ag	MITF inh	TEAD-YAP inh	FBW7 act
Cc1ccc(C)c(C(N)CC(=O)O)c1 (stereo not given)	0.5	0	3	0.1
CCCn1c(=O)c2c(nc3n(-c4cc(C)cc(C)c4)c(C)cn23)n(C)c1=O	-0.1	13	-3	0.9
O=C(COC(=O)C1=NN(c2ccccc2)C(=O)CC1)Nc1ccc2c(c1)OC(F)(F)O2	-0.1	0	9	0.0
O=C(Nc1ccc(Cl)c(Cl)c1)c1cc2n(n1)C(C(F)(F)F)CC(c1ccc3c(c1)OCO3)N2 (stereo not given)	-1.6	7	-12	0.0
CC(C(=O)Nc1ccccc1)N1C(=O)c2ccccc2S1(=O)=O (stereo not given)	-0.3	14	9	0.1
CN(Cc1cc(-c2ccccc2)no1)Cc1nc(-c2ccccn2)no1	-1.8	6	1	0.5
CCOC(=O)C1=C(C)N(c2ccc(OCC)cc2)C(=O)/C1=C\c1ccc(C(C)C)cc1	0.9	-17	1	0.0
Cc1ccc(N(C(C)C(=O)NC2CC3CCC2C3)S(C)(=O)=O)cc1 (stereo not given)	0.1	5	7	-0.1
CCOC(=O)N1CCN(C(=O)CN(c2cccc(C)c2C)S(=O)(=O)c2ccccc2)CC1	-0.1	-7	-2	-0.2
COc1ccc(NCc2ccc(SC)cc2)cc1OC	-0.9	-18	-5	-0.2
Cc1ccccc1C(=O)Nc1sc2c(c1C(=O)NCCCN(C)C)CCCC2	2.9	0	-5	-0.1
CC(C)CCNC(=O)c1ccc(OC2CCN(S(=O)(=O)N(C)C)CC2)cc1	-1.4	7	-33	0.2
COc1ccc(C2Nn3c(C)nnc3SC2C(=O)Nc2cccc(C)c2)cc1Cl (stereo not given)	-0.8	15	9	-0.1
Cc1ccc(C(=O)N(CCCO)Cc2cc3cc4c(cc3[nH]c2=O)OCO4)cc1	-0.9	14	2	0.1
COc1cc(NC(=O)c2cnn3c(C(F)F)cc(C4CC4)nc23)c(OC)cc1Cl	1.0	-19	-5	0.2
COc1cc(O)cc(OC)c1OC	3.1	-11	63*	-0.1
CN(C)c1ccc(CNc2ccc(Br)cn2)cc1	3.5	13	-43	-0.3
CC(NS(=O)(=O)c1ccc(S(=O)(=O)NC2CC2)cc1)c1cccs1 (stereo not given)	-0.1	3	7	1.6
CC1(C(=O)O)NC(c2ccccc2O)C2C(=O)N(Cc3ccccc3)C(=O)C21 (stereo not given)	0.6	-3	11	0.0
Cc1cc(=O)n2c(n1)SCC2CC(=O)N1CCOCC1 (stereo not given)	-1.3	14	2	1.4
CC1CCCN(c2nc3c(c(=O)[nH]2)CN(Cc2ccc(N4CCOCC4)cc2)CC3)C1 (stereo not given)	-0.3	-5	0	0.1
O=c1c([N+](=O)[O-])c(N2CCOCC2)c2ccccc2n1Cc1ccccc1	0.0	8	2	0.1
COc1ccccc1C=NCC(C)N=Cc1ccccc1OC (stereo not given)	0.4	6	-8	-0.4
COC(=O)CN1C(=O)S/C(=C/c2ccsc2)C1=O	-0.1	14	4	-0.2
Cc1cc(C)n2nc(S(=O)(=O)Nc3ccccc3C)nc2n1	-0.2	20	-10	0.5
CCCCCC1CC(CC(=O)O)C(=O)O1 (stereo not given)	-0.6	-4	0	-0.3
CC(=O)NC(CC(C)C)c1nnc2n1CCN(Cc1ccc(C)o1)CC2 (stereo not given)	0.8	16	-2	0.2
CCCSc1nnc2c(n1)OC(c1ccc(-c3ccc(C(=O)OCC)cc3)o1)Nc1ccccc1-2 (stereo not given)	-1.7	13	-76	0.4
O=[N+]([O-])c1ccc(Cl)cc1NCc1ccco1	2.8	24	-18	-0.2
CCOC(=O)c1c(NC(N)=S)sc2c1CCCC2	-0.6&1.4	20&0	6&13	0.0&-0.1

Source: PubChem
